GALK inhibitor – qHTS Assay for Inhibitors of Human Galactokinase (GALK); P51570; Potency, µM (series often up to 57.5 µM), for inactives: at the highest dose activity change, negative = inhibition, most hits filed as inhibitors; Purified GALK, Kinase-Glo residual ATP luminescence; 270,000 tested, 0.007% active; note: potency is the fitted concentration of half-maximal effect; % is set by controls: 0 for no effect and ±100 for the full control effect
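Kinase-Glo Plus luminescence measured ATP left after a 1 h room-temperature reaction. The reaction used 5 nM GALK, 100 uM galactose and 35 uM ATP at pH 8.0 (20 mM HEPES, 5 mM MgCl2, 60 mM NaCl, 1 mM DTT, 0.01% BSA).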
Menin-MLL TR inh – qHTS Assay for Inhibitors Targeting the Menin-MLL Interaction in MLL Related Leukemias: Competition With Texas Red Labeled MLL-derived Mutant Peptide; 270,000 tested, 0.23% active; Menin + Texas Red MLL mutant peptide, fluorescence polarization; Potency, µM (top dose mostly 61.6 µM), for inactives: at the top dose FP activity change, negative = inhibition, actives largely listed as inhibitors; active = well fitted inhibition curve with a large enough effect in the polarisation, with a control signal flat, not every such curve was filed as active; inconclusive = small, poorly fitted or top-dose-only effect, or effect the other way, or a change in a side signal; inactive = no such curve, though single readings can be large or run the other way; the % refers to the polarisation; note: potency is the fitted concentration of half-maximal effect; % of control where 0% means no effect; many of its hits are not listed in these tables
FBPA coupling cs – qHTS Assay for Inhibitors of Fructose-1,6-bisphosphate Aldolase from Giardia Lamblia: Coupling assay counterscreen. coupling enzyme system counterscreen, AmpLite Red fluorescence. activity change, negative = inhibition, % at 58.2 µM, hits read low. 290,000 tested, 0.67% active; in the data active = activity change below about -30%; note: % is set by controls: 0 for no effect and ±100 for the full control effect
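Activity here indicates interference with the coupling reaction, not aldolase inhibition. Compounds at 57.5 uM final met coupling enzymes for 10 min at RT; substrate and AmpLite Red detection followed, with a 525/598 nm fluorescence read after 20 min.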
PKM2 act – qHTS Assay for Activators of Human Muscle isoform 2 Pyruvate Kinase | Pyruvate kinase PKM (Homo sapiens), P14618 | Potency, µM (top dose mostly 57.5 µM), for the others: at the highest dose activation, hits mostly activators | 260,000 tested, 0.34% active | purified PKM2, Kinase-Glo ATP luminescence, activation; response scale: 0% is enzyme alone, no compound; note: potency is the fitted concentration of half-maximal effect; % is set by controls: 0 for no effect and ±100 for the full control effect; nearly all actives have a fitted effect of over 55% in size
Target sequence (P14618 whole entry, looked up, canonical isoform): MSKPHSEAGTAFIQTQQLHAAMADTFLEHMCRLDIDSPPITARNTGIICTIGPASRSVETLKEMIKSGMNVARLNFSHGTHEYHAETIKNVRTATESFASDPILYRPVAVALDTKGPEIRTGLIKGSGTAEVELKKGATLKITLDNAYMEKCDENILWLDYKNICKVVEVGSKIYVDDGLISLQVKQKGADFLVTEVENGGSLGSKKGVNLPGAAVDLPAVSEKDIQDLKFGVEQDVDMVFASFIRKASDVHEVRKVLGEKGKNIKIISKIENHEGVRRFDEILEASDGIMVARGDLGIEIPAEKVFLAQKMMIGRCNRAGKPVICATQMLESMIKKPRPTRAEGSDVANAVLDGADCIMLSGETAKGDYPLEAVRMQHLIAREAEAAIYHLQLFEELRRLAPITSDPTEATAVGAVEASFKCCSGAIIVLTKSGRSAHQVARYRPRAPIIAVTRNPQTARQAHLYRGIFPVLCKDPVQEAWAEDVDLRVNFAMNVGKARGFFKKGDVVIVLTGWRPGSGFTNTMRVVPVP
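ATP formation by purified human PK-M2, quantified via coupled luciferase luminescence after 1 h at room temperature with 0.1 mM ADP and 0.5 mM PEP final.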
Integrin act MD – qHTS for Activators of Integrin-Mediated Alleviation for Muscular Dystrophy; alpha7betagal myoblasts, beta-gal FDG fluorescence, 48 h; Potency, µM (highest dose often 38.3 µM), for inactives: top-dose activation, most hits filed as activators; AID 624291, 2012; 350,000 tested, 0.064% active;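 note: potency is the fitted concentration of half-maximal effect; 100% = response of the positive control SU9516; nearly all actives have a fitted effect of over 60% in size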
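alpha7betagal+/- myoblasts (passage 13, 250/well) treated 48 h at 37C with compounds at 1:260 dilution of DMSO stock. Lysed, then beta-galactosidase activity read as FDG fluorescence (ex 480/em 540) after 30 min, with pre-read for autofluorescence.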
ASM inhibitor – Inhibitors of Secretory Acid Sphingomyelinase (S-ASM): qHTS | placental ASM, HMU-PC fluorogenic substrate, 60 min | Sphingomyelin phosphodiesterase (Homo sapiens), P17405 | Potency, µM (series often up to 57.5 µM), for the others: at the top dose activity change, negative = inhibition, most hits filed as inhibitors | 340,000 tested, 0.006% active; note: potency is the fitted concentration of half-maximal effect
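Fluorogenic HMU-PC substrate (9 uM final) is turned over by placental ASM in 60 min at 37 C after a 10 min compound preincubation. Reaction ended by alkaline stop (pH 10), with fluorescence read at 386/447 nm.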
Chronic BCR inh – qHTS Assay to Find Inhibitors of Chronic Active B-Cell Receptor Signaling; ABC-DLBCL IkBa-CBG/CBR reporter, luminescence ratio, 4 h; Potency, µM (titrated, usually from 46.1 µM), without a hit: top-dose ratio change, negative = lower green/red ratio, usual class: inhibitors; 340,000 tested, 0.05% active; active = well fitted inhibition curve with a large enough effect in the signal ratio, with a control signal flat, not every such curve was filed as active; inconclusive = small, poorly fitted or top-dose-only effect, or effect the other way, or a change in a side signal; the % refers to the signal ratio;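 note: potency is the fitted concentration of half-maximal effect; plate controls were basal doxycycline-induced cells for no effect and cells given 10 µM MG132 for full effect; MG132 reads +100%, hits lower the ratio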
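TMD8 human ABC-DLBCL cells with doxycycline-inducible IκBα–green luciferase fusion and unfused red luciferase, in 0.5% FBS medium; compounds up to 46 uM, 4 h at 37C. Green/red luminescence ratio, filter-overlap corrected, fitted to concentration-response curves.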
B2AR arrestin – qHTS assay of beta-arrestin-biased ligands of beta2-adrenergic receptor. beta-arrestin recruitment to beta2AR, cell-based reporter. Potency, µM (doses to about 46.1 µM), without a hit: at the highest dose activation, hits mostly activators. 330,000 tested, 0.02% active. AID 492947, 2010;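 note: potency is the fitted concentration of half-maximal effect; 0% = DMSO controls and full agonism = EC100 isoproterenol or metaproterenol; nearly all actives have a fitted effect of over 65% in size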
PTAP TSG101 blk – qHTS Assay for Iinhibitors of HIV-1 Budding by Blocking the Interaction of PTAP/TSG101 | AID 493005, 2010 | Tumor susceptibility gene 101 protein (Homo sapiens), Q99816 | 340,000 tested, under 10 active | Fluorescence polarization, FITC-PTAP peptide / Tsg101 binding | Potency, µM (highest dose often 115 µM), for the others: top-dose activity change, negative = inhibition, most hits filed as inhibitors; active = well fitted inhibition curve with a large enough effect in the main read-out, with a control signal flat, not every such curve was filed as active; inconclusive = small, poorly fitted or top-dose-only effect, or effect the other way, or a change in a side signal; inactive = no such curve, though single readings can be large or run the other way; note: potency is the fitted concentration of half-maximal effect; % of control where 0% means no effect
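Fluorescence anisotropy tracks displacement of a FITC-tagged PTAP peptide (50 nM) from the Tsg101 binding domain (10 uM), following a 20 min room-temperature incubation at pH 7.5.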
Giardia kill – Small Molecules that selectively kill Giardia lamblia: qHTS; Giardia lamblia trophozoite viability; activity change, % at 7.66 µM, hits read low; 340,000 tested, 0.15% active; AID 540267, 2011; in the data active = activity change below about -80%; inconclusive = between about -30% and that limit;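 note: parasites exposed to compound for two days anaerobically before the ATP read; % is set by controls: 0 for no effect and ±100 for the full control effect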
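Media and compound were dispensed first, then trophozoites at 100 cells/well; plates sat 48 hrs at 37 deg C without oxygen before ATP luminescence reagent was added and read after 15-30 min at room temperature.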
Tb PFK inh – qHTS Assay to Find Inhibitors of T. brucei phosphofructokinase | T. brucei PFK, ADP-Glo luminescence | Potency, µM (highest dose often 57.5 µM), for the others: at the highest dose activity, negative = inhibition, hits mostly inhibitors | 330,000 tested, 0.17% active | AID 485367, 2010;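 note: potency is the fitted concentration of half-maximal effect; 0% = uninhibited 1x PFK enzyme wells and -100% = no-enzyme wells; nearly all actives have a fitted effect of over 60% in size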
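Compounds were pin-transferred as a titration series up to 57 uM into substrate buffer (0.5 mM F6P, 0.1 mM ATP, pH 8.0), then 1.25 nM PFK was added and reactions ran 45 min before ADP-Glo detection.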
* = called active by the depositor; ? = inconclusive; . = no result given; [ ] = dose if it differs, or a comment. Unless noted, calls come from the whole dose curve; as a rule, active = well fitted curve in the direction sought with a large enough effect; inconclusive = small, poorly fitted or top-dose-only effect, or another doubt; inactive = no such curve, though single readings can be large; an effect the other way counts as inactive or inconclusive. This is a subset, so the mix of outcomes need not match the whole.

SMILES	GALK inhibitor	Menin-MLL TR inh	FBPA coupling cs	PKM2 act	Integrin act MD	ASM inhibitor	Chronic BCR inh	B2AR arrestin	PTAP TSG101 blk	Giardia kill	Tb PFK inh
Cc1noc(C)c1COc1ncnc2ccccc12	6%	4%	0	6%	-2%	1%	-18%	-0.1%	-9%	-3	1%
O=C(C1COc2ccccc2O1)N1CCN(c2ccccc2)CC1 (stereo not drawn)	7%	-4%	3	4%	23%	-3%	?	0.3%	-3%	4	-1%
COc1ccc(C(=O)Nc2cccc(-c3nc4ncccc4o3)c2C)cc1OC	-1%	10%	1	3%	6%	-2%	?	0.2%	-6%	-17	-9%
CN(CC(=O)Nc1cccc(F)c1)C(=O)c1cc(-c2ccco2)nc2ccccc12	.	.	.	.	8%	.	9%	0.1%	-4%	1	-22%
COC(=O)CCSCc1cn2cc(Cl)ccc2n1	3%	-10%	1	-1%	-7%	2%	-3%	0.3%	-8%	-12	-9%
O=c1c2cc(F)ccc2sn1-c1ccccc1	.	.	.	.	-43%[inhibitor]	0%	?	-0.4%	-9%	-8	6.7µM*
NC(=O)c1oc2ccccc2c1NC(=O)C1CCCCC1	2%	15%	0	-4%	5%	3%	8%	-0.1%	-2%	5	-1%
CCN(Cc1ccncc1)C(=O)c1ccc(C)c(S(=O)(=O)N2CCCCC2)c1	.	.	.	.	-17%	2%	-4%	-0.1%	0%	17	-7%
Cc1ccc(NC(=O)CSc2ncn[nH]2)cc1	5%	-1%	1	1%	14%	-2%	1%	-0.2%	-1%	-1	-8%
CCN1C(=O)C(CC(=O)Nc2cc(C)ccc2C)SC1=Nc1ccc(S(N)(=O)=O)cc1 (stereo not drawn)	-1%	-3%	-1	1%	-19%	-1%	-7%	0.2%	-8%	9	1%
O=C(NCc1ccccc1)c1ccc(N2CCC3(CC2)CC(c2ccc(Cl)cc2)=NO3)c([N+](=O)[O-])c1	.	25%	-1	0%	23%	14%	11%	0.5%	1%	45[activator]	2%
COC(=O)CNC(=O)c1c(-c2c(Cl)cccc2Cl)noc1C	4%	-9%	1	?	12%	1%	?	-0.8%	-3%	-5	0%
COc1oc(-c2ccccc2C)nc1C(F)(F)F	3%	-16%	8	-2%	19%	-1%	2%	0.1%	-7%	-2	-7%
Cc1cc(C)cc(N(CCC#N)C(=O)CSc2nc3nc(C)cc(C)n3n2)c1	12%	-9%	0	-3%	5%	1%	-1%	0.1%	-9%	-4	-4%
CC(C)(C)OC(=O)NCc1nc(N)n[nH]1	-4%	-10%	2	-1%	19%	0%	-15%	-0.3%	-3%	-7	6%
O=[N+]([O-])c1ccccc1S(=O)(=O)Nc1cccnc1	3%	-8%	9	-1%	-21%	-3%	-1%	-0.5%	-1%	5	2%
O=C(Nc1ccc(NC(=O)c2ccco2)nc1)c1ccco1	1%	1%	0	-19%	10%	2%	?	0.0%	-3%	?	-8%
COC(=O)c1ccccc1NC(=O)c1ccc(NC(=O)C2CCCO2)cc1 (stereo not drawn)	3%	.	.	0%	15%	2%	-3%	-0.4%	-1%	-13	0%

Reprinted from above, ten compounds:
SMILES	GALK inhibitor	Menin-MLL TR inh	FBPA coupling cs	PKM2 act	Integrin act MD	ASM inhibitor	Chronic BCR inh	B2AR arrestin	PTAP TSG101 blk	Giardia kill	Tb PFK inh
Cc1ccc(NC(=O)CSc2ncn[nH]2)cc1	5%	-1%	1	1%	14%	-2%	1%	-0.2%	-1%	-1	-8%
CCN1C(=O)C(CC(=O)Nc2cc(C)ccc2C)SC1=Nc1ccc(S(N)(=O)=O)cc1 (stereo not drawn)	-1%	-3%	-1	1%	-19%	-1%	-7%	0.2%	-8%	9	1%
O=C(NCc1ccccc1)c1ccc(N2CCC3(CC2)CC(c2ccc(Cl)cc2)=NO3)c([N+](=O)[O-])c1	.	25%	-1	0%	23%	14%	11%	0.5%	1%	45[activator]	2%
COC(=O)CNC(=O)c1c(-c2c(Cl)cccc2Cl)noc1C	4%	-9%	1	?	12%	1%	?	-0.8%	-3%	-5	0%
COc1oc(-c2ccccc2C)nc1C(F)(F)F	3%	-16%	8	-2%	19%	-1%	2%	0.1%	-7%	-2	-7%
Cc1cc(C)cc(N(CCC#N)C(=O)CSc2nc3nc(C)cc(C)n3n2)c1	12%	-9%	0	-3%	5%	1%	-1%	0.1%	-9%	-4	-4%
CC(C)(C)OC(=O)NCc1nc(N)n[nH]1	-4%	-10%	2	-1%	19%	0%	-15%	-0.3%	-3%	-7	6%
O=[N+]([O-])c1ccccc1S(=O)(=O)Nc1cccnc1	3%	-8%	9	-1%	-21%	-3%	-1%	-0.5%	-1%	5	2%
O=C(Nc1ccc(NC(=O)c2ccco2)nc1)c1ccco1	1%	1%	0	-19%	10%	2%	?	0.0%	-3%	?	-8%
COC(=O)c1ccccc1NC(=O)c1ccc(NC(=O)C2CCCO2)cc1 (stereo not drawn)	3%	.	.	0%	15%	2%	-3%	-0.4%	-1%	-13	0%

Assay outcomes: PubChem BioAssay, National Center for Advancing Translational Sciences (NCATS)
